High-throughput results: PubChem, National Center for Advancing Translational Sciences (NCATS)
Nrf2 block – inhibitors of Nrf2 signaling. A549 ARE-Fluc reporter, luciferase luminescence, 18-24 h. 360,000 tested, 2.1% active. Potency, µM (titrated, usually from 46 µM), without a hit: at the top dose activity change, negative = inhibition, hits mostly inhibitors. AID 504444; also: potency is read from the fitted curve at half-maximal effect; % is scaled to controls: 0 for no effect and ±100 for the full control effect; nearly all actives have a fitted effect of over 60% in size
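Reporter: ARE-Fluc in A549. Exposure: 18-24 h, 37 °C, 5% CO2, 5% FBS OPTI-MEM. Readouts: fluorescent cytotoxicity (CellTiter-Fluor), then luminescent Nrf2 signal after BugLite.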
Nrf2 ARE act – activates Nrf2 signaling | AREc32 ARE-luciferase reporter (MCF7-derived line), luminescence, 24 h | Potency, µM (highest dose often 46.1 µM), inactives show at the top dose activation, most hits filed as activators | 410,000 tested, 0.31% active | AID 624171; also: potency is read from the fitted curve at half-maximal effect; % of control where 0% means no effect; nearly all actives have a fitted effect of over 65% in size
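AREc32 cells carrying an ARE-driven firefly luciferase, 1000 cells/well in OPTI-MEM with 5% FBS, dosed after overnight attachment and incubated 24 hr at 37 deg C. Steady-Glo luminescence read after 30 min at RT.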
ATXN2 expr inh – ATXN2 expression inhibition; Potency, µM (highest dose often 57 µM), without a hit: top-dose activity change, negative = inhibition, usual class: inhibitors; HEK-293 ATXN2-luciferase reporter, luminescence, 24 h; 360,000 tested, 0.72% active; also: potency is read from the fitted curve at half-maximal effect; % is scaled to controls: 0 for no effect and ±100 for the full control effect; nearly all actives have a fitted effect of over 55% in size
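ATXN2-luciferase reporter cells (luciferase flanked by upstream and downstream ATXN2 gene portions) were treated 24 h at 37 °C with compounds at up to 57 uM. SteadyGlo luminescence gave expression; GF-AFC fluorescence gave viability.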
ATXN viability – cell viability loss in ATXN counter-screen; S2 cells (HEK-293 line with an ATXN2-luciferase reporter) viability, CellTiter-Fluor protease fluorescence, 24 h; Potency, µM (top dose mostly 56.7 µM), usual class: cytotoxic; 400,000 tested, 0.49% active; AID 651635; also: potency is read from the fitted curve at half-maximal effect; nearly all actives have a fitted effect of over 40% in size
MCF10A rerep – DNA re-replication induction in MCF 10a cells; MCF 10A DNA re-replication, Hoechst nuclear intensity, 48 h; Potency, µM (doses to about 46.1 µM), without a hit: at the top dose activity, positive = re-replication, actives largely listed as activators; 350,000 tested, 2.9% active; AID 624296; also: potency is read from the fitted curve at half-maximal effect; % of control where 0% means no effect; nearly all actives have a fitted effect of over 50% in size
A549 tox – counter-screen for Nrf2 inhibitors: cytotoxicity in A549 cells; 390,000 tested, 0.16% active; Potency, µM (top dose mostly 46 µM), for inactives: at the top dose activity change, negative = cytotoxicity, most hits filed as inhibitors; AID 504648; A549 ARE-Fluc cells, CellTiter-Fluor viability, 18-24 h; also: potency is read from the fitted curve at half-maximal effect; % is scaled to controls: 0 for no effect and ±100 for the full control effect
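A549 ARE-Fluc cells in 5% FBS OPTI-MEM, 5000 cells/well, rested 2 h then exposed to compounds in concentration-response for 18-24 h at 37 °C. Viability by CellTiter-Fluor fluorescence (Ex 405/Em 525) after 30 min; luciferase luminescence (BugLite, 15 min, RT) read afterwards.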
IL-1B inflam inh – inflammasome signaling inhibition, IL-1 beta readout; AID 743279; THP-1 LPS/ATP IL-1B secretion, AlphaLISA, 16 h; stronger effect = lower value; activity change, % at 57.5 µM; 360,000 tested, 4.7% active; in the data active = activity change below about -50%; inconclusive = mostly about -30% to -49%; also: % is scaled to controls: 0 for no effect and ±100 for the full control effect
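Secreted IL-1B measured by AlphaLISA bead assay after 16 h compound exposure of THP-1 cells; compounds (final up to 57.5 uM) added 1 h before LPS (250 ng/mL) and ATP (1.25 mM) stimulation; lower signal means less secretion.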
HepG2 tox – kills HepG2 cells in TGF-b inhibitor counter-screen. HepG2 CAGA-GFP viability, ATP luminescence, 18 h. Potency, µM (titrated, usually from 46.1 µM), without a hit: at the highest dose activity change, negative = cytotoxicity, actives largely listed as cytotoxic. 410,000 tested, 0.76% active. AID 588856; also: potency is read from the fitted curve at half-maximal effect; some results filed as inactive show a strong effect at the top dose
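HepG2 CAGA-GFP cells (1000/well, DMEM with 1% FBS) received compound, then TGF-beta at 500 pg/mL final, and were incubated 18 hours at 37 degrees C. Viability was read by CellTiter-Glo luminescence. Media-only wells were set as complete cell-killing and DMSO as no toxicity.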
TGFb SMAD3 inh – TGF-b pathway inhibition; Potency, µM (series often up to 46.1 µM), without a hit: at the top dose activity, negative = inhibition, most hits filed as inhibitors; 410,000 tested, 1.2% active; HepG2 CAGA-GFP TGF-b/SMAD3 reporter, GFP fluorescence, 18 h; TGF-beta stimulated, 500 pg/mL final; AID 588855; also: potency is read from the fitted curve at half-maximal effect; % is scaled to controls: 0 for no effect and ±100 for the full control effect; nearly all actives have a fitted effect of over 65% in size
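Inhibition of TGF-beta-driven CAGA-GFP reporter expression in HEPG2 cells is measured by cellular GFP fluorescence after 18 h stimulation with 500 pg/mL recombinant TGF-beta in 1% FBS medium at 37 degrees C.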
Numbers without * were called inactive; i = inactive; ? = inconclusive; . = no result given; & = joins results of further samples; [ ] = remark or other dose. Unless noted, calls follow the shape of the dose curve; as a rule, active = well fitted curve in the direction sought with a large enough effect; inconclusive = small, poorly fitted or top-dose-only effect, or another doubt; inactive = no such curve, though single readings can be large; an effect the other way counts as inactive or inconclusive.

SMILES	Nrf2 block	Nrf2 ARE act	ATXN2 expr inh	ATXN viability	MCF10A rerep	A549 tox	IL-1B inflam inh	HepG2 tox	TGFb SMAD3 inh
C[C@H]1C[C@@H]2[C@H]([C@@H](O)C[C@@]3(C)[C@H]2CC[C@]3(O)C(=O)CO)[C@@]2(C)C=CC(=O)C=C12	0.026µM*	-0.7%	-9%&-2%	i	23%&-18%	-3%	.	-25%	23%
CC(NC(=S)NCCc1ccccc1)C(c1cccs1)N1CCN(C)CC1 (stereo unspecified)	-3%	0.4%	-18%	?	8%	4%	-5	-20%	12%
Cc1ccc(NC(=S)N2CCCCCC2)c(C)c1	15%	-0.5%	28%	i	1%	3%	19	-10%	-17%
O=C(COc1ccccc1)N1CCN=C1SCc1ccc(F)cc1	1%	-0.8%	18%	i	-3%	2%	-97*	16%	17%
COc1cc2c3c(c1OC)C1(C=CC(=O)C=C1)CC3N(C(=O)CCC(=O)O)CC2 (stereo unspecified)	6%	-0.2%	-4%	i	-12%	1%	-1	-8%	0%
CCc1nc2ccc(C(=O)NCc3ccc(OC)cc3)cn2c1N(CC)CCN(C)C	.	-0.3%	7%	i	.	.	-11	-6%	22%
Cn1c(=O)c2c(nc(N3CCc4ccccc4C3)n2Cc2ccccc2F)n(C)c1=O	3%	0.0%	-13%	?	-10%	-4%	5	-25%	?
COC(=O)C1=C(COc2ccccc2)NC(=O)NC1c1ccc(Br)cc1 (stereo unspecified)	-8%	0.5%	-26%	i	23%	12%	?	-14%	-26%
Nc1ccc(N2CCCC2)c(S(=O)(=O)Nc2cccc(C(F)(F)F)c2)c1	-11%	-0.1%	-13%	i	10%	-12%	?	-11%	-20%
O=C(NCCSCc1c(F)cccc1Cl)C1CCN(S(=O)(=O)Cc2ccccc2)CC1	-13%	-0.3%	3%	i	.	8%	.	-6%	-1%
Cc1c(OC(C)C(=O)NCCN2CCOCC2)ccc2c3c(c(=O)oc12)CCCC3 (stereo unspecified)	13%	1.8%	-7%	i	-3%	0%	0	-8%	-15%
CN(C)CCCNc1oc(-c2ccccc2)nc1C#N	8%	-0.1%	-9%	i	2%	1%	-16	-5%	13%
CCCS(=O)(=O)N1CCc2cc(OC)c(OC)cc2C1	10%	0.3%	3%	i	29%	-4%	18	-3%	7%
Cc1cc2ncc(C(=O)Nc3ccsc3C(=O)O)c(C)n2n1	?	-0.1%	1%	i	0%	-10%	19	-8%	9%
CCOc1ccc(C(C(=O)NCC2CCCO2)N(C(=O)c2snc(C(N)=O)c2N)c2ccc3c(c2)OCCO3)cc1 (stereo unspecified)	-20%	0.1%	-2%	i	?	-11%	-59*	-10%	8%
COc1ccccc1C(=O)Nc1ccc(S(=O)(=O)Nc2cnc3ccccc3n2)cc1	?	-0.7%	9%	i	-9%	-3%	32	22%	-4%
CC(C)Cc1nnc(NC(=O)c2ccc(-n3cncn3)c([N+](=O)[O-])c2)s1	.	2.3%	.	i	.	.	-5	-11%	-7%
CC(C)(C)c1cc(C(=O)N2CCc3ccccc32)ccn1	.	3.4%	0%	i	0%	16%	9	-26%	-2%
O=C(Cc1ccccc1)N/N=C/c1ccc(S(=O)(=O)O)o1	1%	-0.5%	-11%	i	3%	0%	3	13%	0%
CCc1ccc(C(=O)NC(=S)Nc2ccc3c(c2)OCCO3)cc1	?	3.9%	105%[activator]	i	?	1%	-5	-9%	28%
CC(C)(C)c1ccc(Oc2nc3ccccn3c(=O)c2/C=C(\C#N)c2nc3ccccc3s2)cc1	9%	8.5%	11%	i	.	-19%	.	-12%	-23%
COc1ccc(NC(=O)c2cccnc2)cc1OCC(C)C	19%	0.1%	-13%	i	3%	14%	5	13%	23%
Cc1cccc2nc(CSc3ccccc3C(=O)O)cn12	?	2.9%	-6%	i	-8%	-2%	14	13%	21%
O=C(NCC(c1ccco1)N1CCCC1)c1cn(-c2ccccc2)nc1-c1ccc(F)cc1 (stereo unspecified)	16%	0.3%	1%	i	21µM*	0%	-9	0%	1%
O=C(NC1CCCC1)c1ccc2nc(-c3ccco3)c(-c3ccco3)nc2c1	5%	20%	89%[activator]	i	?	-5%	?	-2%	-28%

Further structures follow.
SMILES	Nrf2 block	Nrf2 ARE act	ATXN2 expr inh	ATXN viability	MCF10A rerep	A549 tox	IL-1B inflam inh	HepG2 tox	TGFb SMAD3 inh
CCC1CCCCN1C(=O)c1sc2nc(C)nc(N(CC)CC)c2c1C (stereo unspecified)	-18%	0.7%	.	?	10%	5%	18	-5%	-25%
O=C1c2ccccc2C(=O)N1CCCCCc1nc(-c2ccccc2)no1	?	-0.2%	-13%	i	-4%	-7%	50	-1%	?
C=C1N(CCCCCC(=O)O)C(=O)OC12CCCCC2	3%	-0.6%	2%	i	1%	-1%	-6	-9%	-5%
COc1ccc(Cc2noc(CN(C)CC3(N4CCOCC4)CCCCC3)n2)cc1OC	-12%	-1.6%	.	i	5%	?	-12	-39%	?
CCCc1cc2c(cc1N(C)S(=O)(=O)c1ccccc1)OCO2	-6%	-0.3%	-8%	i	4%	2%	-18	-8%	3%
Cc1ccc(S(=O)(=O)CCC(=O)OCC(=O)N2CCN(S(=O)(=O)c3ccccc3)CC2)cc1	2%	0.4%	-1%	i	3%	-7%	12	-24%	-5%
COc1ccc(C(=O)NCCc2cc3c(OC)ccc(OC)c3[nH]c2=O)cc1OC	-29%	-1.1%	-20%	i	4%	1%	-1	-34%	0%
Cc1cc(C)n2nc3ccccc3c2n1	-20%	3.3%	-7%	i	-2%	2%	46	3%	-12%
Cc1cccc(C)c1-n1nnnc1C(c1cccs1)N1CCN(C/C=C/c2ccccc2)CC1 (stereo unspecified)	.	6.4%	-13%	i	.	.	-15	-29%	?
COc1c(C)cc(S(=O)(=O)NCc2ccccn2)c(C)c1C	-6%	-0.8%	10%	i	?	-4%	23	2%	10%
COc1cccc(OCc2cc(C(=O)NCc3ccccn3)no2)c1	?	1.0%	49%[activator]	i	11%	0%	-5	-35%	-25%
COc1ccc(NC(=O)C[C@H]2C(=O)N(CCc3ccccc3)C[C@@H]2C)cc1	.	-0.3%	0%	i	.	.	-10	-3%	1%
Cc1ccc(O)c(-c2cc(-c3ccc(F)cc3)no2)c1	?	15%	.	i	23%	4%	37	-57%	-4%
Cc1ccc(S(=O)(=O)NC(CC(C)C)C(=O)N2CCCC2)cc1 (stereo unspecified)	3%	-0.4%	3%	?	2%	0%	i	-4%	-1%
CCCCC(=O)Nc1ccc(NC(=O)c2ccccc2[N+](=O)[O-])cc1OC	-10%	0.6%[9.22 µM]	3%	i	-3%	-1%	-4	3%	9%
O=C(NCCc1ccccn1)c1cc(-c2cccc3ccccc23)nc2ccccc12	?	0.1%	-23%	i	-7%	0%	-14	-11%	-17%
Cc1ccc(N=c2c([N+](=O)[O-])nn(-c3ccccc3)n2O)c(C)c1	.	?	29%	i	10µM*	-20%	-22	-16%	-37%
CC(=O)CSc1nc(-c2cccs2)c(C#N)c(=O)[nH]1	7%	-0.2%[9.22 µM]	8%	i	-10%	0%	-1	0%	8%
COc1ccc(C(=O)N/N=C2\SCC(=O)N2Cc2ccc3c(c2)OCO3)c(OC)c1	0%	2.2%	.	i	2%	6%	25	-19%	5%
Cc1cccc2cc(CN(Cc3ccccc3)Cc3nnnn3Cc3ccccc3)c(=O)[nH]c12	?	.	.	.	.	-18%	.	-3%	3%
CN1CCN(c2nc(N3CCN(c4ccccc4)CC3)ncc2F)CC1	?	-0.2%	-35%	?	0%	5%	-71*	-19%	-27%
CCOC(=O)c1c(NC(=O)c2ccc(N3C(=O)[C@@H]4[C@H](C3=O)[C@H]3C=C[C@@H]4C3)cc2)sc2c1CCCC2	?	0.3%	.	i	-2%	-6%	27	-18%	-3%
O=C(C1CCCN1S(=O)(=O)c1cccc2nsnc12)N1CCN(c2ccccc2)CC1 (stereo unspecified)	-21%	0.3%	-5%	i	11%	0%	-1	1%	-1%
CCN1C/C(=C/c2ccc(OC)c(O)c2)C(=O)/C(=C/c2ccc(OC)c(O)c2)C1	-6%	-0.5%	.	?	?	-7%	-72*	-2%	?
O=C(NC1CCS(=O)(=O)C1)/C(=C/c1ccco1)NC(=O)c1ccccc1 (stereo unspecified)	4%	-0.1%	-8%	i	-20%	0%	4	-2%	0%
Cn1ccc2c(-c3ccc4c(c3)OCCO4)cc3c(c21)C1CCC3O1 (stereo unspecified)	.	4.7%	15%	i	.	.	11	-1%	-16%
COC(=O)C1NC(=O)N2C(C(=O)OC)C(C)(C)S[C@H]12 (stereo partly specified)	6%	-1.0%	10%	i	-1%	-3%	44	0%&-30%	13%&-18%
CCC(C)NC(=O)c1ccc2c(c1)N(Cc1ccccc1F)C(=O)c1ccccc1S2=O (stereo unspecified)	-18%	0.1%	-10%	i	.	-8%	.	-2%	-2%
O=C(CSc1nnc(C2CC2)n1Cc1ccccc1)c1ccc(S(=O)(=O)N2CCOCC2)cc1	17%	-0.3%	-17%	i	9%	-5%	-7	-4%	5%

Compound profiles, as listed above. Order of values: Nrf2 block | Nrf2 ARE act | ATXN2 expr inh | ATXN viability | MCF10A rerep | A549 tox | IL-1B inflam inh | HepG2 tox | TGFb SMAD3 inh
`COc1cccc(OCc2cc(C(=O)NCc3ccccn3)no2)c1` as listed: ? | 1.0% | 49%[activator] | i | 11% | 0% | -5 | -35% | -25%
`CC(C)Cc1nnc(NC(=O)c2ccc(-n3cncn3)c([N+](=O)[O-])c2)s1` as listed: . | 2.3% | . | i | . | . | -5 | -11% | -7%
`COc1ccc(C(=O)N/N=C2\SCC(=O)N2Cc2ccc3c(c2)OCO3)c(OC)c1` as listed: 0% | 2.2% | . | i | 2% | 6% | 25 | -19% | 5%
`COc1ccccc1C(=O)Nc1ccc(S(=O)(=O)Nc2cnc3ccccc3n2)cc1` as listed: ? | -0.7% | 9% | i | -9% | -3% | 32 | 22% | -4%
